Assay outcomes (PubChem BioAssay)
SRC1 inh – SRC1 coactivator transcriptional activity inhibitors, primary screen, cell-based, luminescence | Nuclear receptor coactivator 1 (Homo sapiens), Q15788 | HEK293 GAL4-SRC1 luciferase reporter | inhibition, % at 3.6 µM | 360,000 compounds, 0.12% hits | AID 588354, 2011;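 active = inhibition above the campaign mean plus 3 SD, with each screening campaign given its own cutoff, cut at about 60% in these data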;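 also: 0% = DMSO treated cells and 100% = gossypol at 36 µM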
NCOA2 inhibitor – inhibition of GAL4-SRC2 driven luciferase reporter, primary screen, SRC2 inhibitor project, cell-based, luminescence. 370,000 compounds, 0.17% hits. HEK293 GAL4-SRC2 luciferase reporter. inhibition, % at 9 µM. Nuclear receptor coactivator 2 (Homo sapiens), Q15596;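 active = inhibition above the mean inhibition of all tested compounds plus 3 SD, set per campaign, cut at about 52% in these data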;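 also: 0% = DMSO treated cells and 100% = cells given Gossypol at 36 µM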
C8 TRAIL sens – viability loss with TRAIL in NB7+C8 cells, primary screen, TRAIL sensitizer project, cell-based, ATPlite luminescence | inhibition (viability loss, TRAIL sensitization), % at 10 µM | 360,000 compounds, 1% hits;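 active = compounds causing at least 50% loss of cell viability in the single-dose screen, relative to plate controls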
EBV LMP1 NFkB – EBV LMP1-driven NF-kappaB luciferase reporter inhibitors, primary screen, cell-based, luminescence, single point. LMP1-induced NF-kappaB luciferase reporter cells. inhibition, % at 12.5 µM. 350,000 compounds, 0.69% hits. AID 504558, 2011; in the data active = inhibition above about 41%; inconclusive = no clear call, values can overlap the other calls;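 also: 0% = neutral control wells and 100% = reference inhibitor control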
NR5A2 inv ag – LRH-1 (NR5A2) inverse agonists, primary screen, cell-based, luminescence, HEK293T, StAR-luciferase reporter; Nuclear receptor subfamily 5 group A member 2 (Homo sapiens), O00482; LRH-1 transfected, 24 h; inhibition, % at 3.6 µM; 360,000 compounds, 0.13% hits; AID 602396, 2012;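 active = inhibition above the mean inhibition of all tested compounds plus 3 SD, cut at about 73% in these data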;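 also: 0% = DMSO wells and 100% = reporter-only cells lacking LRH-1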
TLR9-MyD88 block – inhibitors of TLR9-MyD88 association in cells, primary screen, cell-based, CHO, BLA complementation, fluorescence. CCF4 FRET ratio. inhibition, % at 4.98 µM. 340,000 compounds, 0.21% hits;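 active = inhibition above the mean over all tested compounds plus 3 SD, cut at about 21% in these data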;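 also: 0% = DMSO only wells and 100% = clavulanate BLA inhibitor control wells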
Target sequence (Q99836 whole entry, looked up): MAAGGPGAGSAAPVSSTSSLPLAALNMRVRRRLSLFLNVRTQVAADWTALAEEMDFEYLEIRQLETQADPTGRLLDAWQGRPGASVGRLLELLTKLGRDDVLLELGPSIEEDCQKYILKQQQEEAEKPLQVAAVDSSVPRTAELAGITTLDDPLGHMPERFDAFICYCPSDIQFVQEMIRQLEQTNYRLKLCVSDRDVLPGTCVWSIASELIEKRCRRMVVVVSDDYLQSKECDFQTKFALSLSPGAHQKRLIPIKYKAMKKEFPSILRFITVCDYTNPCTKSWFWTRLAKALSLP
Target sequence (Q9NR96 whole entry, looked up): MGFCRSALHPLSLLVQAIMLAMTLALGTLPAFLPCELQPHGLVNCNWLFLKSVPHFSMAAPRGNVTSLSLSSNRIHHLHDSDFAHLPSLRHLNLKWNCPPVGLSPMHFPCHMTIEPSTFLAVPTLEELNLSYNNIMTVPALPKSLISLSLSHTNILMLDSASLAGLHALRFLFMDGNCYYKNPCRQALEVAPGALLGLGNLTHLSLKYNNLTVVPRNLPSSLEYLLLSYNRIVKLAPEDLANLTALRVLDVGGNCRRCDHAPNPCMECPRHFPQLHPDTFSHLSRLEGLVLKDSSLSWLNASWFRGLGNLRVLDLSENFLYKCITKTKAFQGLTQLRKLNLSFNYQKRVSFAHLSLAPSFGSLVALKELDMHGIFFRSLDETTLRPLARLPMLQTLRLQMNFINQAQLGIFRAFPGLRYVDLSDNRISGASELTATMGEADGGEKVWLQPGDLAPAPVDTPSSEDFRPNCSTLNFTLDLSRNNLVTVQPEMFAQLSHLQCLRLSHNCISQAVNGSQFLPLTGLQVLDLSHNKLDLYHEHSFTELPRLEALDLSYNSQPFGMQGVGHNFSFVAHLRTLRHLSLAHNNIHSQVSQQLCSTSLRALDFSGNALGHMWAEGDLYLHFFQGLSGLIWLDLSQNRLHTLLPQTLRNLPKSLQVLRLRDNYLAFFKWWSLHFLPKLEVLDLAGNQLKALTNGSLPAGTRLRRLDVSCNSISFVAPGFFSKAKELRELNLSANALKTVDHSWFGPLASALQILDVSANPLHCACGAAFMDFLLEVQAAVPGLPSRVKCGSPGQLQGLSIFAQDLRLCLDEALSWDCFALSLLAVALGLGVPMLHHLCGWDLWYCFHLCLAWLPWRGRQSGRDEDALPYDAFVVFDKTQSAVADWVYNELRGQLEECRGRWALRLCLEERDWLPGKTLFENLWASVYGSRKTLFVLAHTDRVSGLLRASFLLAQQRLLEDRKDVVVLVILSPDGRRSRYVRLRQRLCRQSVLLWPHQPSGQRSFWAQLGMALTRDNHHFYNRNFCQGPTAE
NOD2 RIPK2 PPI – NOD2-RIPK2 binding disruptors in cells, primary screen, fluorescence, CHO cells, BLA complementation | Receptor-interacting serine/threonine-protein kinase 2 (Homo sapiens), O43353 | CCF4 ratio | inhibition, % at 4.98 µM | 360,000 compounds, 0.38% hits | AID 624267, 2012; in the data active = inhibition above about 21%;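 also: 0% = vehicle only and 100% = reference blocker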
SRC3 inh – SRC3 coactivator transcriptional activity inhibitors, primary screen, cell-based, luminescence | HEK293 GAL4-SRC3 luciferase reporter | inhibition, % at 3.6 µM | 360,000 compounds, 0.17% hits;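 active = inhibition above a per-campaign cutoff, the mean of all compounds plus 3 SD, cut at about 60% in these data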;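 also: 0% = DMSO-treated cells and 100% = gossypol-treated cells at 36 µM; higher means less SRC3-driven luciferase light from the GAL4 reporter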
Vif imaging – HIV Vif self-association inhibitors, primary screen, imaging, HEK293T, single point. AID 602346, 2012. 340,000 compounds, 0.35% hits. HEK293T cells, Vif self-association by quenched fluorescence, 24 h. inhibition, % at 7.49 µM; in the data active = inhibition above about 50%, passing the limit was not always enough; inconclusive = no clear call, values can overlap the other calls; inactive = below about 31%; also: some results filed as inactive read as strong as hits
COUP-TFII inh – NR2F2 transcriptional activity inhibitors, primary screen, cell-based, luciferase reporter, HEK293T, luminescence; 370,000 compounds, 0.7% hits; HEK293T NGFI-A luciferase reporter; inhibition, % at 8.6 µM; COUP transcription factor 2 (Homo sapiens), P24468;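 active = inhibition above a per-plate cutoff, mean inhibition of test wells between control levels plus 3 SD, cut at about 38% in these data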;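 also: cells cotransfected with COUP-TFII expression vector driving the NGFI-A reporter; 0% = median of COUP-TF2 test wells and 100% = reporter-only cells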
TROY NFkB inh – inhibitors of TROY-driven NF-kB signaling, primary screen, Q293 LMP1-TROYcd cells, NF-kB luciferase, uHTS; Q293 LMP1-TROYcd NF-kB luciferase reporter, 4 h; inhibition, % at 10 µM; 360,000 compounds, 0.98% hits; AID 1347056, 2019;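 active = compounds whose plate-normalised and pattern-corrected inhibition of the luciferase reporter signal at the single screening dose is 50% or more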
The depositor's hits bear a star; ? = inconclusive; . = no result given. An excerpt; count on the stated rates, not on these rows.

SMILES | SRC1 inh | NCOA2 inhibitor | C8 TRAIL sens | EBV LMP1 NFkB | NR5A2 inv ag | TLR9-MyD88 block | NOD2 RIPK2 PPI | SRC3 inh | Vif imaging | COUP-TFII inh | TROY NFkB inh
C=Cn1c(C(=O)O)ccc1-c1ccc(OC)cc1 | -1.3 | 8.3 | -9.3 | -8.5 | 7.8 | . | -7.4 | 14.1 | 3.1 | 6.9 | 17.6
CN(C)Cc1c(C(=O)N/N=C/C=C/c2ccccc2)nnn1-c1nonc1N | 3.8 | -6.2 | 2.7 | 10.5 | -12.7 | 5.9 | -8.7 | 17.2 | 2.9 | -15.6 | -11.2
CCO[C@@H]1OC(C(=O)N2CCN(Cc3ccccc3)CC2)=C[C@H](c2ccc(Br)cc2)[C@H]1CCCO | -8.5 | 22.2 | 0.7 | 0.2 | -12.3 | 1.5 | 3.1 | 0.5 | -4.9 | 7.6 | 5.4
Cc1ccc2nc(-c3ccc(NC(=S)NC(=O)CC(C)C)cc3)sc2c1 | -67.9 | -67.2 | 9.0 | -33.9 | -49.6 | 8.5 | -6.5 | -64.7 | 2.1 | -26.9 | -43.1
O=C(O)C1C2C=CC(C2)C1C(=O)Nc1nccs1 (stereo not drawn) | -5.5 | -19.3 | 13.5 | 5.9 | -5.9 | 0.0 | 7.0 | -4.6 | -4.1 | 2.1 | 9.1
Cn1c(NCc2ccccc2F)nc2cc(-c3ccsc3)sc2c1=O | -5.7 | -10.0 | -1.3 | . | 1.2 | . | 0.1 | -1.8 | -19.2 | -18.4 | 21.8
CCOc1ccc2nc(N/C(N)=N/C(=S)Nc3ccc(C)c(C)c3)nc(C)c2c1 | 6.8 | 2.3 | 8.9 | 1.0 | -7.4 | -12.4 | -6.1 | -1.8 | 6.2 | -20.1 | 4.7
CCOc1ccc2[nH]c(=O)c(CN(Cc3ccco3)C(=O)c3ccc(Br)cc3)cc2c1 | -4.3 | 8.6 | 2.4 | 17.0 | 5.1 | 2.1 | 12.1 | -1.5 | -4.4 | 9.9 | 16.4
O=S(=O)(NNc1ccc(Cl)nn1)c1ccc(F)cc1 | -10.9 | -28.9 | -7.5 | -8.5 | 5.5 | 0.0 | -10.3 | 10.0 | 10.0 | -8.3 | -2.5
CCOC(=O)c1sc(NC(=O)C2CCCCC2)nc1C | -13.6 | -15.6 | 12.4 | 3.5 | -25.4 | -1.2 | -6.9 | -24.9 | -9.2 | -10.3 | -60.7
CC1CCN(C(=O)CSc2nnc(CNC(=O)c3ccc(F)cc3)o2)CC1 | 2.2 | 14.9 | 4.7 | -6.2 | 0.9 | -4.5 | 1.6 | -6.1 | -3.3 | 8.8 | -0.1
O=S(=O)(c1cccc(Cn2nnc(-c3ccc(F)cc3)n2)c1)N1CCOCC1 | -21.3 | 8.6 | 4.1 | 2.2 | 4.7 | 4.5 | -4.2 | 11.1 | -11.0 | 5.7 | 1.2
O=C(Cn1cnc2ccccc21)N/N=C/c1cccnc1 | -5.8 | -6.6 | 0.5 | 2.6 | 1.1 | 0.1 | -6.1 | 4.5 | 3.1 | -2.8 | -8.6
COc1ccc(-c2cc(C(=O)NC3CCCC3)no2)cc1 | -88.4 | -24.1 | 21.5 | -21.6 | -109.2 | -9.0 | -9.2 | -138.3 | 6.2 | -14.5 | -19.0
COc1ccc(N2CCc3c(C)nc4c(OC)cccc4c32)cc1 | 7.7 | -39.9 | 18.2 | 4.5 | 36.6 | 7.8 | 1.2 | 4.0 | 10.0 | 0.6 | -7.4
CCNc1nc(C)c2cc(Br)c(=O)n(CC)c2n1 | 10.5 | -8.2 | 21.5 | -3.3 | 19.5 | -12.6 | 5.2 | 8.1 | 5.3 | -23.0 | -9.6
O=C(N/N=C/c1ccccc1OC(=O)c1ccc2c(c1)OCO2)c1cccc(F)c1 | -3.6 | -2.2 | 15.9 | 0.6 | -13.0 | 0.1 | 4.0 | -24.9 | 22.4 | -16.5 | -10.7
COc1ccccc1CN1CC(C(=O)NCc2cccnc2)CC1=O (stereo not drawn) | 5.5 | 16.3 | 7.2 | -8.3 | 2.7 | -6.3 | -2.9 | -2.1 | 1.3 | 18.8 | -3.4
COc1ccc(Cn2c(=S)[nH]c3ccccc3c2=O)cc1 | 9.5 | -16.7 | -7.9 | 0.8 | 5.3 | -1.4 | -1.6 | -15.9 | 0.8 | -15.7 | -8.2
Oc1[nH]c2ccc(Br)cc2c1N=Nc1ccc(C(F)(F)F)cn1 | -9.6 | -13.9 | -0.1 | -5.7 | 9.0 | 2.8 | -9.9 | -5.4 | -13.2 | -24.9 | -13.8
COc1cc(/C=C(\C#N)c2nc3ccccc3[nH]2)cc(Br)c1OCc1ccccc1 | -24.8 | -39.8 | 22.1 | 6.1 | -9.9 | 2.0 | 1.1 | -29.5 | -3.0 | -20.3 | -46.8
COC(=O)C(C)Sc1nc2c(c(=O)[nH]c(=O)n2C)n1CCC(C)C (stereo not drawn) | -4.6 | 5.4 | -0.7 | -7.3 | -12.6 | -3.9 | -8.8 | -2.9 | 9.3 | -21.1 | 2.3
Cc1c(C(=O)OCCN2CCCCC2)oc2ccccc12 | 3.0 | 4.1 | -10.5 | -7.0 | -14.0 | -6.1 | -6.4 | 1.4 | 13.1 | 1.4 | -35.5
O=c1[nH]c(C2CCCN(S(=O)(=O)c3ccc(F)cc3)C2)nc2c1nnn2Cc1ccccc1 (stereo not drawn) | -23.7 | 6.9 | -1.1 | -6.2 | 2.4 | 2.7 | 1.3 | -4.7 | -3.6 | -5.2 | -8.7
COc1ccc(C(O)c2ncc(-c3ccccc3Cl)[nH]2)cc1F (stereo not drawn) | 5.6 | 21.4 | 3.5 | . | -7.3 | . | -5.4 | -21.2 | . | -9.9 | -12.9
Cc1noc(C)c1C(=O)NCc1ccccc1Br | 16.9 | -20.6 | -3.1 | 4.6 | 6.5 | -3.6 | -1.8 | 21.9 | -3.6 | 0.6 | -7.4
Cc1c(NC(=O)CCC2CCCCC2)cc(C(=O)N2CCOCC2)cc1[N+](=O)[O-] | -65.4 | 0.9 | -7.8 | -9.2 | 4.1 | 6.1 | -20.0 | 16.9 | -7.8 | -10.0 | 12.1
Fc1ccc(NC(=S)Nc2cccnc2)cc1Cl | -20.6 | -35.4 | -2.2 | 7.6 | 4.7 | 7.0 | 7.5 | 15.3 | -4.1 | 23.0 | -1.1
CCCCC(=O)OCC(=O)Nc1ccc(SC(F)F)cc1 | -8.1 | -10.5 | 24.0 | 4.2 | -1.8 | -12.1 | 6.2 | -5.5 | -2.5 | 12.3 | -12.7
CCOc1cc(S(=O)(=O)n2ccnc2)ccc1Cl | 2.4 | 0.1 | 8.1 | 4.0 | -7.5 | -3.4 | -9.1 | -1.7 | -3.8 | 7.2 | -4.1
Cc1ccc2cc(CN(CC3CCCO3)C(=S)Nc3ccccc3)c(=O)[nH]c2c1C (stereo not drawn) | -57.9 | 8.1 | 16.0 | 22.8 | 36.4 | 2.0 | 0.6 | -40.0 | 2.1 | -6.8 | -49.9
CC[C@@H]1CC2=C(C(=O)OC(C)(C)O2)[C@H](c2ccc(Cl)cc2)O1 | 1.8 | -9.3 | -0.7 | . | 19.9 | . | -12.2 | 4.9 | . | -7.4 | 8.1
Cc1cccc(C)c1Oc1nc(-c2ccccc2)ncc1S(=O)(=O)c1ccccc1 | -7.4 | -44.4 | 11.5 | 14.7 | -4.9 | -22.5 | 0.7 | -27.9 | -0.1 | -11.1 | -18.6
S=c1[nH]nc(-c2cccnc2)n1C1CCCCC1 | 17.7 | 10.0 | -2.7 | -6.7 | 6.0 | -0.7 | -18.9 | 20.0 | -0.2 | -5.7 | -0.7
Cc1cc(C)nc(NC(N)=S)n1 | -6.0 | 11.6 | -13.6 | -5.1 | 1.3 | -1.3 | -3.3 | 12.2 | -6.0 | -3.8 | -4.8
COc1ccc(Cl)cc1NC(=O)CC(=O)Nc1cc(Cl)ccc1OC | -2.6 | -11.0 | 9.4 | -16.9 | 10.0 | -13.6 | 1.8 | 3.3 | -4.3 | -10.8 | -5.8
CC(=O)Nc1cc(NC(C)=O)c2nc(N)sc2c1 | -3.8 | -20.4 | 4.7 | -7.5 | -4.2 | -0.2 | -3.3 | -2.3 | 3.2 | 7.5 | -0.5
CCN1CCN(c2c(S(=O)(=O)c3ccc(C)c(C)c3)cnc3ccc(F)cc23)CC1 | -4.0 | 15.9 | 20.1 | -2.4 | -7.0 | 2.6 | -11.2 | 4.9 | . | -6.5 | -2.6
Cc1ccc(C(=O)NC2=NCCS2)cc1Cl | -129.4 | . | 12.4 | -13.3 | -114.2 | -7.5 | -7.1 | -157.7 | -0.7 | . | -33.9
CCCN1C2CCCC1CC(NC(=O)c1cc(OC)c(OC)c(OC)c1)C2 (stereo not drawn) | -14.6 | -29.9 | -2.6 | -0.7 | -12.7 | 7.4 | -3.1 | -4.9 | 8.6 | -9.7 | -9.5
Cc1c(N2C(=O)CS/C2=N\N=C\c2ccc(Cl)cc2)c(=O)n(-c2ccccc2)n1C | -6.9 | -9.8 | 7.9 | 1.3 | 18.6 | 7.1 | -1.0 | 4.9 | 11.8 | -0.3 | 4.7
Cc1ccc(-c2cc(C(=O)N3CC(C)CC(C)C3)c3ccccc3n2)o1 (stereo not drawn) | 20.7 | 1.5 | -22.0 | 2.0 | 4.5 | -1.4 | -4.0 | 9.6 | -11.1 | 3.4 | -9.9
O=C(Cc1ccccc1F)Nc1ccccc1-c1ccccc1 | -34.4 | -3.7 | -8.9 | -8.9 | -39.7 | 0.3 | -1.2 | -27.3 | 11.5 | -20.9 | -33.0
O=C(Nc1ccccc1Br)C1CC(=O)N(c2ccc3c4c(cccc24)CC3)C1 (stereo not drawn) | 14.9 | -0.5 | 2.3 | -34.2 | 2.6 | 11.4 | 2.6 | 9.9 | ? | 4.3 | 20.1
CC1(C)C[C@@H]1C(=O)N/C(=C\CCCCSC[C@H](N)C(=O)O)C(=O)O | 3.4 | -9.5 | 2.2 | -8.1 | -6.6 | 2.5 | 3.2 | 15.6 | -4.9 | -5.7 | -5.2
